EZH2 inh: EZH2/PRC2 methyltransferase inhibitors, primary screen, biochemical, DELFIA time-resolved fluorescence, single point; Histone-lysine N-methyltransferase EZH2 (Homo sapiens), Q15910; PRC2 H3K27 methylation, DELFIA TRF, 1 h; inhibition, % at 12.5 µM; 0.35% of 57,000 active;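 active means mean inhibition of replicates at least 50% and every single replicate also reaching 50%; inconclusive means mean inhibition at least 50% but some replicate falls below 50%; inactive means mean inhibition under 50%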;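 further: dimethyl H3K27 on biotinylated H3 21-44 peptide detected by antibody; plate controls were median neutral control wells for no effect and median positive control wells for full effect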
IDH1 mut inh: inhibitors of IDH1 R132H reductase, primary screen, biochemical, plate reader, single point; diaphorase/resazurin fluorescence, 60 min; inhibition, % at 10 µM; 0.18% of 70,000 active; AID 624101, 2012; in the data active means inhibition above about 34%; inconclusive means no clear call, values can overlap the other calls; inactive means below about 11%;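 further: 0% = DMSO and 100% = no enzyme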
Target sequence (O75874 whole entry R132H): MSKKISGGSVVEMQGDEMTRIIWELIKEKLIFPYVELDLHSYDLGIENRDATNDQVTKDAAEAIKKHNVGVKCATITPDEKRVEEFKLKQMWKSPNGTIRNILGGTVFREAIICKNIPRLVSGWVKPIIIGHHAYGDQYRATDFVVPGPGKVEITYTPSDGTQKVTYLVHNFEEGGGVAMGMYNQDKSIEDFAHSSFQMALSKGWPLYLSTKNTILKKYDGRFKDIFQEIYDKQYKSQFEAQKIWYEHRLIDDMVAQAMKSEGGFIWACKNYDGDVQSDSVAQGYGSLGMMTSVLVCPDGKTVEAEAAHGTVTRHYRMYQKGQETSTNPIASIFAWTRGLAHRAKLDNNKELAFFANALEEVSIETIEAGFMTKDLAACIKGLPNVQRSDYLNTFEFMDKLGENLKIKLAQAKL
Starred values were filed as active, the others as inactive; ? = inconclusive; / = not tested or not shown.

Start of the listing, in advance:
SMILES	EZH2 inh	IDH1 mut inh
COC(=O)CCCCCCC(=O)N/N=C/[C@H](O)[C@@H](O)[C@@H](O)[C@H](O)CO	3	-0.3
COc1ccc(-c2cnc3c(c2)C(=O)N([C@H](C)CO)C[C@H](C)[C@@H](CN(C)C(=O)Cc2ccncc2)O3)cc1	/	10
COc1ccc(NC(=O)Nc2ccc3c(c2)CC(=O)N([C@@H](C)CO)C[C@H](C)[C@H](CN(C)S(=O)(=O)c2ccc(F)cc2)O3)cc1	/	1.3
COC(=O)c1ccc2c(=O)n(CCc3cnc[nH]3)c(=S)[nH]c2c1	-4	1.1
COc1ccccc1CNC(=O)C[C@H]1C[C@H]2c3cc(NC(=O)CN(C)C)ccc3O[C@H]2[C@@H](CO)O1	5	-0.3
COc1cc(NC(=O)CCn2cnc3ccccc3c2=O)c(OC)cc1Cl	6	0.2
C[C@@H]1CN([C@H](C)CO)S(=O)(=O)c2ccc(-c3ccncc3)cc2O[C@@H]1CN(C)C(=O)C1CCC1	15	/
C[C@H](CO)N1C[C@H](C)[C@@H](CN(C)Cc2ccc(C(F)(F)F)cc2)Oc2ccc(NS(=O)(=O)c3cn(C)cn3)cc2C1=O	6	/
C[C@H]1CN([C@@H](C)CO)C(=O)c2cccc(NS(=O)(=O)c3ccccc3)c2O[C@@H]1CN(C)CC1CCCCC1	-1	/
COc1ccc(S(=O)(=O)N(C)C[C@H]2Oc3c(NC(=O)C4CC4)cccc3C(=O)N([C@@H](C)CO)C[C@@H]2C)cc1	/	2.0

This part in full (from the top)
SMILES	EZH2 inh	IDH1 mut inh
COC(=O)CCCCCCC(=O)N/N=C/[C@H](O)[C@@H](O)[C@@H](O)[C@H](O)CO	3	-0.3
COc1ccc(-c2cnc3c(c2)C(=O)N([C@H](C)CO)C[C@H](C)[C@@H](CN(C)C(=O)Cc2ccncc2)O3)cc1	/	10
COc1ccc(NC(=O)Nc2ccc3c(c2)CC(=O)N([C@@H](C)CO)C[C@H](C)[C@H](CN(C)S(=O)(=O)c2ccc(F)cc2)O3)cc1	/	1.3
COC(=O)c1ccc2c(=O)n(CCc3cnc[nH]3)c(=S)[nH]c2c1	-4	1.1
COc1ccccc1CNC(=O)C[C@H]1C[C@H]2c3cc(NC(=O)CN(C)C)ccc3O[C@H]2[C@@H](CO)O1	5	-0.3
COc1cc(NC(=O)CCn2cnc3ccccc3c2=O)c(OC)cc1Cl	6	0.2
C[C@@H]1CN([C@H](C)CO)S(=O)(=O)c2ccc(-c3ccncc3)cc2O[C@@H]1CN(C)C(=O)C1CCC1	15	/
C[C@H](CO)N1C[C@H](C)[C@@H](CN(C)Cc2ccc(C(F)(F)F)cc2)Oc2ccc(NS(=O)(=O)c3cn(C)cn3)cc2C1=O	6	/
C[C@H]1CN([C@@H](C)CO)C(=O)c2cccc(NS(=O)(=O)c3ccccc3)c2O[C@@H]1CN(C)CC1CCCCC1	-1	/
COc1ccc(S(=O)(=O)N(C)C[C@H]2Oc3c(NC(=O)C4CC4)cccc3C(=O)N([C@@H](C)CO)C[C@@H]2C)cc1	/	2.0
C[C@H](CO)N1C[C@H](C)[C@H](CN(C)C(=O)Nc2cccc3ccccc23)Oc2ccc(NS(C)(=O)=O)cc2CC1=O	1	-0.3
O=C(C[C@H]1CC[C@@H](NC(=O)Nc2cc(F)ccc2F)[C@@H](CO)O1)Nc1ccc(-c2ccccc2)cc1	12	0.1
CO[C@H]1CN(C)C(=O)c2cc(NC(=O)C3CC3)ccc2OC[C@H](C)N(C(=O)c2ccccn2)C[C@@H]1C	0	-0.2
CC(C)NC(=O)N(C)C[C@H]1Oc2cc(C#CCN(C)C)ccc2S(=O)(=O)N([C@H](C)CO)C[C@H]1C	-8	0.7
C[C@@H]1CN([C@@H](C)CO)C(=O)c2cc(NS(=O)(=O)c3ccc(Cl)cc3)ccc2O[C@@H]1CN(C)S(=O)(=O)c1ccc(Cl)cc1	/	-0.1
COc1ccc(S(=O)(=O)Nc2ccc3c(c2)C(=O)N([C@@H](C)CO)C[C@H](C)[C@H](CN(C)C(=O)Cc2ccccc2)OCCCC[C@H](C)O3)cc1	/	0.3
CN(C)C(=O)C[C@H]1C[C@@H]2c3cc(NC(=O)C4CCOCC4)ccc3O[C@@H]2[C@@H](CO)O1	1	1.3
C[C@H]1CN([C@@H](C)CO)C(=O)Cc2cc(NC(=O)CCCN(C)C)ccc2O[C@@H]1CN(C)CC1CCCCC1	-3	2.7
CNC[C@H]1OCCCC[C@@H](C)Oc2ccc(NC(=O)Nc3ccc(OC)cc3)cc2C(=O)N([C@H](C)CO)C[C@@H]1C	-17	/
Cc1noc(C)c1S(=O)(=O)Nc1ccc2c(c1)C(=O)N([C@@H](C)CO)C[C@@H](C)[C@@H](CN(C)S(=O)(=O)c1ccc(F)cc1)O2	/	-0.6
C[C@H](CO)N1C[C@H](C)[C@@H](CN(C)CC2CCCC2)Oc2ncc(-c3cccc(F)c3)cc2C1=O	-3	-0.4
Cc1cc(C(F)(F)F)nn1CCCNC(=O)c1cc(-c2ccccc2)nc2ccccc12	16	2.8
COCc1c(Br)c(C)nc(OCC(=O)O)c1C#N	-6	0.7
COc1cc2c(cc1OC)CN(C(=O)[C@@H]1[C@H]3C(=O)O[C@H](c4ccccc4)[C@H](c4ccccc4)N3[C@H](c3ccc(O)cc3)[C@@]13C(=O)Nc1ccccc13)CC2	-27	/
O=S(=O)(c1ccccc1)c1nc(-c2ccco2)oc1NCC1CCCO1 (centres undefined)	4	-0.3
C[C@H](CO)N1C[C@H](C)[C@H](CN(C)C(=O)c2ccc3c(c2)OCO3)Oc2ncc(C3=CCCCC3)cc2C1=O	3	4.5
CNC[C@@H]1OCCCC[C@@H](C)Oc2ccc(NC(=O)NC3CCCCC3)cc2C(=O)N([C@H](C)CO)C[C@H]1C	2	3.3
CCC(Sc1nc(N)cc(=O)[nH]1)C(=O)Nc1ccc2ccccc2c1 (centres undefined)	9	0.0
COc1ccc(S(=O)(=O)N[C@@H]2C=C[C@H](CC(=O)NCCc3ccncc3)O[C@H]2CO)cc1	-3	0.2
CC(C)CC#Cc1cnc2c(c1)C(=O)N([C@H](C)CO)C[C@H](C)[C@@H](CN(C)C(=O)Nc1ccccc1F)O2	5	-1.9
COc1ccc(NC(=O)Nc2ccc3c(c2)CC(=O)N([C@H](C)CO)C[C@H](C)[C@@H](CN(C)S(=O)(=O)c2ccc(Cl)cc2)O3)cc1	/	0.3
COc1cccc(NC(=O)Nc2ccc3c(c2)C(=O)N(C)C[C@@H](OC)[C@H](C)CN(CC2CC2)[C@@H](C)CO3)c1	-3	-0.5
Cc1noc(C)c1NC(=O)N(C)C[C@@H]1Oc2ccc(NC(=O)Cc3cn(C)c4ccccc34)cc2C(=O)N([C@H](C)CO)C[C@@H]1C	/	-24
Cc1ccc(S(=O)(=O)Nc2ccc3c(c2)CC(=O)N([C@H](C)CO)C[C@H](C)[C@@H](CN(C)CC2CC2)O3)cc1	-15	-0.6
COc1ccc(S(=O)(=O)N(C)C[C@@H]2Oc3c(NC(=O)c4ccc(-c5nccs5)cc4)cccc3C(=O)N([C@@H](C)CO)C[C@H]2C)cc1	/	-5.1
FC(F)(F)c1cccc2c1[nH]c1nc3ccccc3nc12	3	2.0
C[C@@H]1CCCCO[C@@H](CN(C)Cc2ccncc2)[C@@H](C)CN([C@@H](C)CO)C(=O)c2cc(NS(=O)(=O)c3ccc(F)cc3)ccc2O1	/	?
C[C@H](CO)N1C[C@H](C)[C@@H](CN(C)C(=O)Nc2ccccc2)Oc2ccc(NC(=O)Nc3cccc4ccccc34)cc2C1=O	-3	0.3
CC(=O)N(C)C[C@H]1Oc2ncc(-c3ccc(F)cc3)cc2C(=O)N([C@@H](C)CO)C[C@@H]1C	/	1.2
O=C(N[C@H]1c2ccccc2C[C@H]1O)C1=C[C@H](c2coc3ccccc3c2=O)C[C@H](OCCCCO)O1	-2	0.0
C[C@@H]1CN([C@H](C)CO)C(=O)c2cccc(NC(=O)c3cnccn3)c2O[C@@H]1CN(C)C	/	-0.2
COCc1cn(CC[C@@H]2CC[C@@H](NC(=O)Nc3ccc(F)cc3)[C@H](CO)O2)nn1	1	0.2
C[C@@H]1CN([C@H](C)CO)C(=O)c2cc(C#CC3CC3)cnc2O[C@@H]1CN(C)C(=O)c1ccccc1	-6	-0.2
COc1cccc(S(=O)(=O)Nc2ccc3c(c2)OC[C@@H](C)N(C(=O)Cc2cccnc2)C[C@@H](C)[C@H](OC)CN(C)C3=O)c1	7	/
CCOC(=O)Cc1cc(=O)[nH]c(Nc2nc3ccccc3o2)n1	/	-0.2
Cn1c2ccccc2c2nnc(SCC(=O)Nc3ccc(Cl)cc3)nc21	-7	2.5
COc1ccc(CN(C)C[C@H]2Oc3c(NC(=O)Nc4ccccc4)cccc3C(=O)N([C@H](C)CO)C[C@@H]2C)cc1	/	0.1
Cc1cc(Cl)c(S(=O)(=O)Nc2cc(Cl)ccc2Cl)cc1OCC(N)=O	0	-0.4
CC(C)(C)c1ccc(C(=O)Nc2cccc(NC(=O)COc3ccccc3Cl)c2)cc1	30	0.6
[N-]=[N+]=Nc1ccc(C[C@H]2C(=O)O[C@@H](Cc3ccccc3)[C@H]3[C@@H]4C=CCCC=C4CN32)cc1	15	-0.1
C[C@H]1CN([C@@H](C)CO)C(=O)c2cccc(NC(=O)Nc3ccccc3)c2O[C@@H]1CN(C)C(=O)Nc1cccc2ccccc12	4	0.1
COCC(=O)Nc1ccc2c(c1)C(=O)N(C)C[C@@H](OC)[C@@H](C)CN(C(=O)c1ccccc1)[C@@H](C)CO2	-5	0.0
COc1ccc(C2(C(=O)NCCN3CCOCC3)CCOCC2)cc1	-1	0.7
COc1cc2c(=O)oc(-c3c(-c4c(F)cccc4Cl)noc3C)nc2c(OC)c1OC	-19	2.1
C[C@H](CO)N1C[C@H](C)[C@@H](CN(C)C(=O)CCCN(C)C)OCCCC[C@H](C)Oc2ccc(NS(C)(=O)=O)cc2C1=O	-5	/
Cc1ccc(NC(=O)CSC2CC(=O)N(c3ccc(Br)cc3)C2=O)cc1Cl (centres undefined)	10	-0.4
C[C@@H]1CN([C@@H](C)CO)S(=O)(=O)c2ccc(C#CCC3CCCC3)cc2O[C@H]1CN(C)C(=O)c1ccccn1	-3	/
C[C@H]1CN([C@@H](C)CO)S(=O)(=O)c2ccc(C#Cc3ccccc3)cc2O[C@@H]1CN(C)C(=O)Nc1ccc2c(c1)OCO2	/	-0.2
O=C(C[C@@H]1C=C[C@@H](NC(=O)C2CC2)[C@H](CO)O1)NC1CCC1	-6	0.2
C[C@H](O)C#Cc1ccc2c(c1)O[C@@H](CN(C)C(=O)CN(C)C)[C@H](C)CN([C@H](C)CO)S2(=O)=O	-7	1.0

Next part:
SMILES	EZH2 inh	IDH1 mut inh
O=C(N[C@@H]1CC[C@@H](CCNC(=O)C2CCOCC2)O[C@H]1CO)c1ccccn1	10	0.2
C[C@H]1CN([C@@H](C)CO)C(=O)c2cc(NC(=O)Cc3cn(C)c4ccccc34)ccc2O[C@@H]1CN(C)Cc1ccc(C(F)(F)F)cc1	/	-0.3
COc1ccc(S(=O)(=O)N(C)C[C@H]2Oc3c(cccc3N(C)C)C(=O)N([C@@H](C)CO)C[C@H]2C)cc1	1	/
CO[C@H]1CN(C)C(=O)c2cc(NS(=O)(=O)c3ccc(C)cc3)ccc2OC[C@@H](C)N(C)C[C@@H]1C	1	-0.1
C[C@@H]1CN([C@H](C)CO)C(=O)Cc2cc(NC(=O)C3CC3)ccc2O[C@H]1CN(C)Cc1ccc(Oc2ccccc2)cc1	/	-1.0
C[C@H](CO)N1C[C@H](C)[C@H](CN(C)C(=O)C2CCOCC2)Oc2ncc(C#CCc3ccccc3)cc2C1=O	-12	/
Cn1c(SCC(=O)Nc2cc(=O)n(C)c(=O)n2C)nc2sc3c(c2c1=O)CCC3	-6	0.1
COc1ccc(NC(=O)N(C)C[C@H]2Oc3ccc(NC(=O)CCCCCC(=O)Nc4ccccc4N)cc3C(=O)N([C@@H](C)CO)C[C@H]2C)cc1	2	/
C[C@@H]1CN([C@@H](C)CO)C(=O)c2c(c3ccccc3n2C)-c2ccccc2CO[C@@H]1CN(C)S(=O)(=O)c1ccc(Cl)cc1	-53	-0.4
Cc1c(NC(=O)COc2cccc3ccccc23)cccc1C(=O)O	-2	-0.5
N#C[C@H]1[C@@H](c2ccc(C#Cc3ccccc3F)cc2)[C@@H](CO)N1C(=O)C1CCCCC1	/	-0.3
CO[C@@H]1CN(C)C(=O)c2ccc(NS(=O)(=O)c3ccc(Cl)cc3)cc2OC[C@@H](C)N(C(=O)NC(C)C)C[C@@H]1C	-3	0.7
Cc1ccc(S(=O)(=O)N[C@H]2CC[C@H](CCNS(=O)(=O)Cc3ccccc3)O[C@@H]2CO)cc1	-6	0.2
O=C(Nc1ccc(F)cc1)N[C@H]1CC[C@@H](CC(=O)N2CCOCC2)O[C@H]1CO	5	-0.4
C[C@@H]1CN([C@H](C)CO)C(=O)CCCn2nncc2CO[C@@H]1CN(C)C(=O)Nc1ccc2c(c1)OCO2	/	-1.5
Cc1ccc(S(=O)(=O)Nc2ccc3c(c2)CC(=O)N([C@H](C)CO)C[C@@H](C)[C@@H](CN(C)CC2CC2)O3)cc1	3	0.0
CC1(CCOC2OC(CO)C(O)C(O)C2O)CCC2C(=CCC3C(C)(C(=O)O)CCCC23C)C1 (centres undefined)	13	0.5
Cc1noc(C)c1S(=O)(=O)Nc1ccc2c(c1)C(=O)N([C@@H](C)CO)C[C@@H](C)[C@H](CN(C)C(=O)Nc1cccc3ccccc13)OCCCC[C@H](C)O2	/	0.5
C[C@H]1CCCCO[C@@H](CN(C)Cc2ccccc2)[C@@H](C)CN([C@@H](C)CO)C(=O)c2cc(N(C)C)ccc2O1	5	0.8

High-throughput results deposited in PubChem by Broad Institute.

Some of the compounds tested (hit frequency here may not be typical).
